Bioassay records deposited in PubChem by several laboratories.
MazF activator = MazEF (E. coli) toxin RNase activation | 0.32% of 350,000 active | FAM/BHQ RNA-DNA oligo cleavage fluorescence, 5 h | P0AE70 | activation, % at 20 µM; in the data active = activation above about 50%
Target sequence (P0AE70 whole entry, looked up): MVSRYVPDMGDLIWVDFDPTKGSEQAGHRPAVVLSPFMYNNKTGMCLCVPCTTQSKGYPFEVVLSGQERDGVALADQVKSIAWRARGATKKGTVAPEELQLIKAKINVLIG
BoNT-F LC inh = inhibitors of Botulinum neurotoxin F light chain protease | Multiplex microsphere protease cleavage assay, flow cytometry | 0.22% of 360,000 active | inhibition, % at 10 µM; in the data active = inhibition above about 35%, passing the limit was not always enough; inconclusive = no clear call, values can overlap the other calls; also: plate controls were buffer without enzyme for full effect and enzyme alone for no effect
Rv3671c protease = inhibits the M. tuberculosis serine protease Rv3671c. P9WHR9. 0.048% of 320,000 active. AID 2606. inhibition, % at 5.96 µM; in the data active = inhibition above about 38%;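 also: extracellular domain of Rv3671c used as enzyme; 0% = enzyme with DMSO and 100% = no enzyme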
BioA inh = inhibitors of Mycobacterium tuberculosis BioA enzyme; purified M. tuberculosis BioA enzyme, plate reader; inhibition, % at 9.99 µM; 0.096% of 360,000 active; in the data active = inhibition above about 40%; inconclusive = no clear call, values can overlap the other calls
Mtb FBA inh = inhibitors of M. tuberculosis fructose-bisphosphate aldolase; AID 588726; 2.3% of 360,000 active; P9WQA3; purified M. tuberculosis FBA, fluorescence read-out; inhibition, % at 1 µM; in the data active = inhibition above about 27%;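 also: 0% = vehicle and 100% = reference inhibitor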
Target sequence (P9WQA3 whole entry, looked up): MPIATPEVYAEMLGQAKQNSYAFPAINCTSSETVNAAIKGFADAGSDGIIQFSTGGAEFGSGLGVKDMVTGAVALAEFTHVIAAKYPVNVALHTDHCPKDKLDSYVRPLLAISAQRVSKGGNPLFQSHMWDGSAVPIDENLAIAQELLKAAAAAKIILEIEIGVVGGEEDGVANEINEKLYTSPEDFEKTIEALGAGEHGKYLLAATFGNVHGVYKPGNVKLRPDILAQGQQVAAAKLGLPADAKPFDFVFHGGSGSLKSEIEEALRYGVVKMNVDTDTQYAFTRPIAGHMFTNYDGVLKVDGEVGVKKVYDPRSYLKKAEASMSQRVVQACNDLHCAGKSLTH
DUSP3 inh = inhibitors of human VHR1 phosphatase (DUSP3) | AID 1654 | P51452 | 0.52% of 290,000 active | recombinant VHR phosphatase, pNPP absorbance | inhibition, % at 13.3 µM; in the data active = inhibition above about 50%; also: some compounds called inactive have numbers as strong as hits
Target sequence (P51452 whole entry, looked up): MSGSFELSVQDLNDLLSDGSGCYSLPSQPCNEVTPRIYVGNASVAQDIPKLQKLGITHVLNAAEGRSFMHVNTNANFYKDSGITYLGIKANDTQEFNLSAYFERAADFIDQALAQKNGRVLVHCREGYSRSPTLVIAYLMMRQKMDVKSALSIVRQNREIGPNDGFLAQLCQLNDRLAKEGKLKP
UGM FP inh = Mtb UDP-galactopyranose mutase inhibition. P9WIQ1. inhibition, % at 10 µM. 0.06% of 320,000 active. purified UGM, fluorescence polarization probe displacement. AID 504406; in the data active = inhibition above about 10%, passing the limit was not always enough; inconclusive = no clear call, values can overlap the other calls
GDH-TPI counter = inhibits GDH-TPI coupling enzymes, artifact for Mtb FBA screen | GDH-TPI coupled enzyme counterscreen, NADH absorbance | inhibition, % at 4.8 µM | 1.2% of 360,000 active | AID 588335;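 also: 0% = DMSO wells and 100% = wells lacking the enzyme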
CCHF vOTU inh = CCHFV vOTU protease inhibition; Pep-AMC fluorescence; inhibition, % at 11.5 µM; 0.55% of 370,000 active; AID 651958; also: 0% = vehicle wells with enzyme and 100% = no enzyme wells
FadD28 binding = blocks FadD28 binding to the bisubstrate probe; AID 588549; 0.22% of 360,000 active; fluorescence polarization; inhibition, % at 12.5 µM; in the data active = inhibition above about 8.5%, passing the limit was not always enough; inconclusive = no clear call, values can overlap the other calls
An asterisk follows results filed as active; ? = inconclusive; · = not tested or not shown. Rule as the data show it, unless noted: active = inhibition above about 30%; inactive = the rest.

SMILES	MazF activator	BoNT-F LC inh	Rv3671c protease	BioA inh	Mtb FBA inh	DUSP3 inh	UGM FP inh	GDH-TPI counter	CCHF vOTU inh	FadD28 binding
O=c1cc(CO)oc2ccccc12	7	-1	2	-0.1	2	·	-3.4	12	-7	-3.7
O=C(c1ccoc1)N1CCC2(CC1)Oc1ccc(F)cc1C(=O)C21CC(c2cccnc2)=NO1 (stereo not given)	7	-7	2	1.8	2	15	1.7	4	-5	-0.6
CCCC(=O)N1CCC1(C)C(=O)NS(=O)(=O)c1ccc(C#N)cc1 (stereo not given)	·	4	·	-0.6	0	·	·	11	-6	-0.9
CC1=C(C(=O)OC2CCC(C)CC2)C(c2ccc(O)c([N+](=O)[O-])c2)NC(=O)N1 (stereo not given)	9	-2	0	0.3	-4	0	-0.2	13	4	0.0
COc1ccccc1C(=O)Nc1ccc(-c2nnn(CC(=O)N3CCOCC3)n2)cc1	-3	-2	1	-0.5	1	2	-0.2	9	-1	-1.0
CNS(=O)(=O)c1cc(C(=O)O)ccc1OC	11	-4	-4	·	1	28	-0.6	7	-7	-0.3
COc1ccc(COC(=O)NC2CCN(S(=O)(=O)c3ccc(OC)cc3)CC2)cc1	3	-4	4	1.1	4	21	2.7	3	14	-1.9
Cc1cccc(C)c1NC(=O)C(c1ccccc1)N1CCC1=O (stereo not given)	12	-3	-1	-0.7	-6	24	0.7	9	8	-0.3
Cc1ccc(NC(=O)C2CC(Cl)=CCC2C(=O)O)c([N+](=O)[O-])c1 (stereo not given)	4	-6	-7	·	-1	15	0.7	1	-13	-0.9
CN(C)N1C(N)=C(C#N)C(c2ccccc2F)C2=C1CC(C)(C)CC2=O (stereo not given)	2	4	4	-6.2	1	11	-1.0	15	-7	0.4
CCOC(=O)c1c(NC(=O)CN2CCCCC2)sc(CN(C)C)c1-c1ccccc1	1	0	-7	·	5	29	0.6	-1	-7	-1.2
O=C1N/C(=C\c2ccc(N3CCOCC3)c(F)c2)C(=O)N1Cc1ccccc1	-1	-7	0	-5.8	1	42	1.1	24	-10	-1.2
CC(=O)c1ccc2c(c1)c(C#N)c1ccccc1[n+]2[O-]	-483	-19	·	0.1	94*	-29	·	16	6	-1.9
Cc1ccc(NC(=O)CSCc2ccc(F)cc2)cc1	2	0	-4	·	-2	2	-1.9	-6	-20	-5.0
COc1ccccc1N1CCN(C(=O)c2ccc(-c3nc4ccccc4s3)o2)CC1	-5	2	-9	-4.3	1	·	·	24	8	-0.2
COc1nc(-c2ccccc2)ccc1-c1noc(-c2ccco2)n1	0	-8	-16	·	-2	-8	1.4	5	-14	-0.7
COC(=O)[C@@H]1C[C@H]2CC[C@H](O)C[C@H]2N1Cc1ccccc1OC(=O)c1cccs1	-7	-5	-10	0.0	2	-8	0.2	8	13	-2.0
Cc1ccc2occ(/C=N/NC(=O)c3ccccc3Br)c(=O)c2c1	-4	1	-5	5.6	0	19	0.0	-1	-11	0.6
COc1ccc(NC(=O)CCOc2ccc(C)cc2)cc1S(=O)(=O)N1CCCCC1	-16	-2	-10	1.2	3	·	-1.1	3	20	·
CCCCCCn1c(=O)n2n(c1=O)[C@@H]1CN(S(=O)(=O)c3ccc(C)cc3)C[C@]1(O)[C@@H](OC(=O)NCc1ccc(OC)c(OC)c1)C2	3	3	·	-1.3	1	·	·	7	43*	-2.3
O=C1c2ccccc2C(=O)N1CCCc1cn(C[C@H]2CC[C@@H]([C@@H]3CC[C@H](Cn4cc(CCCN5C(=O)c6ccccc6C5=O)nn4)O3)O2)nn1	6	0	6	-1.3	1	28	2.8	-3	4	-2.2
COc1ccc(C(C)C)cc1S(=O)(=O)NCC1CCCO1 (stereo not given)	-5	-4	·	-1.0	1	47	1.6	5	16	-0.1
Cc1ccc(NC(=S)N2CCc3[nH]c4ccccc4c3C2)cc1	-4	?	2	-1.7	0	4	-1.5	-5	-4	-3.4
CNc1nc(NC)nc(NNC(=O)c2ccccc2)n1	10	-2	·	-1.1	-2	·	·	2	4	-3.5
Cc1ccc(S(=O)(=O)Nc2ccc(F)c(S(=O)(=O)N3CCOCC3)c2)cc1	13	-2	3	0.6	0	·	2.5	1	-2	-4.3
CCCCNC(=O)c1cn(CC(C)C)c(=O)c2c1c1ccccc1n2C	0	-24	-4	-1.1	26	16	0.1	7	0	-2.6
O=C(CSc1nc2ccccc2nc1SCC(=O)N1CCCCC1)N1CCCCC1	-2	2	-4	1.1	5	8	-2.4	19	5	1.0
COc1ccc(C(=O)NC2CCN(S(=O)(=O)Cc3ccccc3)CC2)c(OC)c1	1	-4	0	-0.2	-1	31	0.7	-1	14	-3.0
COCCN(C(=O)COC(=O)CCCOc1ccccc1)c1c(N)n(Cc2ccccc2)c(=O)[nH]c1=O	5	6	2	·	1	·	-2.5	-1	-3	-0.4
CCCCn1c(N)c(N(CCOC)C(=O)COC(=O)COc2cc(C)ccc2Cl)c(=O)[nH]c1=O	-3	?	3	-0.7	-2	·	0.6	15	1	-0.1
COc1ccc(C[C@H]2NC[C@H](O)[C@H]2OC(C)=O)cc1	4	5	1	-0.2	7	·	1.1	4	9	-0.8
Cc1cc(C)n(-c2ccc(F)cc2)c(=O)c1C#N	4	-8	4	·	0	11	-2.6	10	-22	-0.1
COc1ccc(-c2c(-c3ccc(OC)nc3)c3ccccc3n2C)cc1	-7	8	-4	-1.3	8	·	4.7	4	-9	-0.8
CCOc1ccc(CCNC(=O)CN2C(=O)NC3(CCCCC3C)C2=O)cc1OCC (stereo not given)	-3	-4	4	-0.1	2	·	·	-3	5	-0.7
CC(NC(=O)c1ccc(F)cc1)C(=O)NC1=NCCS1 (stereo not given)	5	-3	6	·	4	15	1.4	8	-7	0.2
CC(C)C(NC(=O)C12CC3CC(CC(C3)C1)C2)C(=O)O (stereo not given)	5	·	10	-1.8	1	-4	0.5	2	-7	1.3
Cc1ccc(C(=O)CCC(=O)Nc2ccccc2F)cc1	4	9	·	-1.1	2	-4	0.2	3	7	-1.0
O=c1nc(N2CCCCC2)nc(Nc2ccccc2)[nH]1	3	-8	1	·	-4	-17	0.4	-7	-17	-4.1
N#CC1=C(SCC(=O)Nc2ccc(C(=O)O)cc2)NC(=O)CC1c1ccco1 (stereo not given)	3	-8	5	-1.2	3	27	-1.1	4	3	-4.2
COc1ccc(N2CC(O)(c3ccc(C)cc3)[N+]3=C2CCCC3)cc1 (stereo not given)	-3	1	-2	·	0	6	-0.7	9	-7	-3.5

Copied from the list.
Under DUSP3 inh, O=c1nc(N2CCCCC2)nc(Nc2ccccc2)[nH]1 has -17
Under GDH-TPI counter, COc1ccc(C[C@H]2NC[C@H](O)[C@H]2OC(C)=O)cc1 has 4

The listing continues:
SMILES	MazF activator	BoNT-F LC inh	Rv3671c protease	BioA inh	Mtb FBA inh	DUSP3 inh	UGM FP inh	GDH-TPI counter	CCHF vOTU inh	FadD28 binding
O=C(O)c1cc2nc(-c3cccs3)cc(C(F)(F)F)n2n1	1	13	-5	0.5	9	8	-0.9	12	13	-0.8
N#CCCN(C(=O)COC(=O)C1=NNC(=O)CC1)c1ccccc1	4	-8	6	-0.2	2	·	0.0	-7	2	-0.4
Nc1nnc(SCC(=O)Nc2cc(S(=O)(=O)N3CCOCC3)ccc2Cl)s1	10	-3	-3	3.0	1	26	0.1	-1	17	-3.8
CCN(CC)C1CCN(C(=O)c2ccc3nc(Cc4ccc(OC)cc4)oc3c2)C1 (stereo not given)	-8	-8	·	0.3	5	-6	·	-3	17	0.4
Oc1ccc(/C=N/N(Cc2ccccc2)c2ccccc2)c(O)c1O	-9	-10	·	·	-8	10	·	8	11	16*
Cc1ccccc1NC(=O)Cc1nc(-c2ccc3ccccc3c2)cs1	16	-2	-8	·	-2	22	-2.3	1	-8	-1.0
O=C(NC12CC3CC(CC(C3)C1)C2)c1ccccc1O	1	0	-4	-0.7	13	-11	-1.2	-2	-9	3.4
O=C(C[n+]1ccc(C(=O)N/N=C/c2ccc(Br)cc2)cc1)c1ccccc1	-2	-15	9	-0.7	3	20	0.8	19	-16	-5.8
Cc1nnc(NS(=O)(=O)c2ccc(N=Nc3ccc(N)nc3N)cc2)s1	-15	-12	·	3.7	-19	·	·	12	24	6.5
Cc1cc(Nc2ccc(C)c(Cl)c2)nc(N2CCOCC2)n1	3	-2	4	-7.6	2	4	-6.2	4	-7	-2.6

Among those listed so far, four contain a furan ring, fused or not.
SMILES	MazF activator	BoNT-F LC inh	Rv3671c protease	BioA inh	Mtb FBA inh	DUSP3 inh	UGM FP inh	GDH-TPI counter	CCHF vOTU inh	FadD28 binding
O=C(c1ccoc1)N1CCC2(CC1)Oc1ccc(F)cc1C(=O)C21CC(c2cccnc2)=NO1 (stereo not given)	7	-7	2	1.8	2	15	1.7	4	-5	-0.6
COc1ccccc1N1CCN(C(=O)c2ccc(-c3nc4ccccc4s3)o2)CC1	-5	2	-9	-4.3	1	·	·	24	8	-0.2
COc1nc(-c2ccccc2)ccc1-c1noc(-c2ccco2)n1	0	-8	-16	·	-2	-8	1.4	5	-14	-0.7
N#CC1=C(SCC(=O)Nc2ccc(C(=O)O)cc2)NC(=O)CC1c1ccco1 (stereo not given)	3	-8	5	-1.2	3	27	-1.1	4	3	-4.2

New compounds follow.
SMILES	MazF activator	BoNT-F LC inh	Rv3671c protease	BioA inh	Mtb FBA inh	DUSP3 inh	UGM FP inh	GDH-TPI counter	CCHF vOTU inh	FadD28 binding
O=C(Nc1cccnc1)c1ccc(COc2cc(Cl)ccc2Cl)o1	-4	-5	-36	5.7	-2	20	0.2	-5	3	-3.7
COc1ccccc1C(=O)NC(=O)COC(=O)C1CC1	7	1	-2	4.3	5	·	0.2	-2	-4	-0.2
COc1cc(CC(=O)N2C[C@H]3C[C@@H](C2)c2cccc(=O)n2C3)cc(OC)c1OC	-1	-1	0	-1.0	0	·	1.0	6	4	-1.6
COC(=O)c1nc(N)sc1-c1ccc(Cl)cc1	-11	-4	-3	·	15	24	-0.2	11	-10	-4.4
CC(=O)Nc1nnc(SCC(=O)NC(C)(C)C)s1	-4	5	-3	·	1	0	-1.3	-1	-13	-2.8
COc1ccc(NC(=S)N(Cc2cccnc2)Cc2cc3cc(OC)c(OC)cc3[nH]c2=O)cc1	8	-2	-4	·	9	22	-0.9	3	-5	-12
